hcGAS inh – blocks human cGAS activity. inhibition, % at 12.5 µM. 290,000 compounds, 0.081% hits. recombinant h-cGAS, ATP depletion, Kinase-Glo luminescence. Q8N884; in the data active = inhibition above about 40%;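 also: 0% = vehicle reaction and 100% = reaction without DNA for no activity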
Target sequence (Q8N884 whole entry, looked up): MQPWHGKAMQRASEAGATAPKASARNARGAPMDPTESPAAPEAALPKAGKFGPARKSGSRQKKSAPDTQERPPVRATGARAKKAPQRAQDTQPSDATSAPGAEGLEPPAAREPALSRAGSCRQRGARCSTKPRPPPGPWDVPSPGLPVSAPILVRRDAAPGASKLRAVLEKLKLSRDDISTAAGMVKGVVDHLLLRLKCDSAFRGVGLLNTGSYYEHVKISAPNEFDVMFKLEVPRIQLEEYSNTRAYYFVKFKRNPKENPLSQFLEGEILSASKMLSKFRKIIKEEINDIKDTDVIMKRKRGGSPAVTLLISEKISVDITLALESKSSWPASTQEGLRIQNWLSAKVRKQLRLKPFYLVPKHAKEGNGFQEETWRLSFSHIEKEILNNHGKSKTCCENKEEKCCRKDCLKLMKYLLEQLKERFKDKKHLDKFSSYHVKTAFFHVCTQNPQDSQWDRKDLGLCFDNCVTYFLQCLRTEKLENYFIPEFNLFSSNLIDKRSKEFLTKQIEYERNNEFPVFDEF
An asterisk follows results filed as active.

SMILES	hcGAS inh
CC1(C(=O)O)CCCC2(C)c3c(cc([N+](=O)[O-])c(O)c3[N+](=O)[O-])CCC12 (centres undefined)	-0.6
Cn1ccc(C(=O)Nc2ccc(C#N)c(C(F)(F)F)c2)cc1=O	-6.2
O=C1C[C@H]2CC[C@@H](CN1)N2Cc1ccc(CO)o1	-4.0
O[C@@H]1C[C@H]2CN(Cc3cccc(-c4ccccn4)c3)C[C@H]2C[C@@H]1O	-2.3
C[Se]c1nc2c(c(-c3ccco3)c1C#N)CCCC2	-4.7
O=Cc1ccc(N2CCNCC2)s1	10.4
CCOCCSc1nc2ccccc2c(=O)n1-c1ccc(F)cc1F	-10.1
Cc1ccc(N2CCC3(CCCNC3)C2)nn1 (centres undefined)	-5.7
CN(C)P(=O)(C(Cl)=C(N1CCCCC1)N1CCCCC1)N(C)C	-11.9
O=C(c1cnc2cccnn12)N1C[C@H](c2ccccc2)[C@@H]2[C@H]1C1CCN2CC1	-4.7
C=CC[C@]1(O)CCC2C3CCC4=CC(=O)CCC4=C3C=C[C@@]21C (some centres undefined)	-3.4
C#C[C@@H]1CC2C3CCC4=C[C@@H](OC(C)=O)CCC4C3CC[C@]2(C)[C@H]1OC(C)=O (some centres undefined)	-1.7
CCc1cnc(N2CCC3(CCCNC3)C2)nc1 (centres undefined)	-6.2
COc1cc2c(c(OC)c1OC)CC(N)CCC2 (centres undefined)	-8.8
O=C(CCN1CCCCO1)N1C[C@H]2C[C@@H](C1)c1cccc(=O)n1C2	-5.4
COc1cccc([C@@H]2CN(c3cc(OC)ncn3)[C@@H]3C4CCN(CC4)[C@@H]32)c1	-5.5
O=S(=O)(c1ccc(Cl)s1)N1CC1c1ccccc1 (centres undefined)	-4.2
c1ccc(-c2ccc(CNC3CN4CCC3CC4)cc2)cc1 (centres undefined)	-5.2

Part of the list above in another layout:
molecule,hcGAS inh
O=C(c1cnc2cccnn12)N1C[C@H](c2ccccc2)[C@@H]2[C@H]1C1CCN2CC1,-4.7
C=CC[C@]1(O)CCC2C3CCC4=CC(=O)CCC4=C3C=C[C@@]21C (some centres undefined),-3.4

In a second layout: entries from further up
Cc1ccc(N2CCC3(CCCNC3)C2)nn1 (centres undefined)
  hcGAS inh: -5.7
CN(C)P(=O)(C(Cl)=C(N1CCCCC1)N1CCCCC1)N(C)C
  hcGAS inh: -11.9
O=C(c1cnc2cccnn12)N1C[C@H](c2ccccc2)[C@@H]2[C@H]1C1CCN2CC1
  hcGAS inh: -4.7
C=CC[C@]1(O)CCC2C3CCC4=CC(=O)CCC4=C3C=C[C@@]21C (some centres undefined)
  hcGAS inh: -3.4

From PubChem BioAssay

Some of the compounds tested; the hit share may differ from the screen's.
